WT yeast gro inh = growth inhibition of WT yeast, mitochondrial fusion screen; mitochondrial fusion phenotypic screen, WT strain; inhibition, % at 10 µM; hit rate 2.1% among 190,000; AID 1362; in the data active means inhibition above about 58%; tested in S. cerevisiae
Yfh1-depleted yeast = mitochondrial function rescue without frataxin homolog – Friedreich's ataxia, plus single-dose screen, dose response (AID 1465). S. cerevisiae Yfh1-off respiration, WST-1 reduction, 72 h; higher fold induction means a stronger effect. one-dose fold induction at 50 µM; EC50 in µM for titrated hits. hit rate 0.074% among 220,000;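 active means fold induction of absorbance versus untreated yeast above a set limit, then at least 30% activation at any dose in follow-up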;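 further: activators that raise dye reduction in frataxin-depleted yeast; strong numbers were not always called active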
Ins promoter up = MIN6 insulin promoter up-regulation | MIN6 insulin promoter-GFP reporter, high-content imaging; hits give high values | z-score at 5 µM | hit rate 0.3% among 190,000 | AID 1625;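 active means z-score above 3 at 5 µM with at least 500 cells counted in the well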
b-catenin transl = alters nuclear translocation of beta-catenin in HeLa cells; immunofluorescence imaging; nuclear translocation activity, % at 5 µM; hit rate 0.3% among 190,000;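 active means nuclear translocation activity above 50% at 5 µM, with a well cell count of 50 or more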;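 further: per-cell ratio of nuclear to cytoplasmic median beta-catenin stain intensity; plate controls were DMSO negative control for no effect and GSK-3 inhibitor IX positive control for full effect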
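Test system: human HeLa cells, native beta-catenin. Compound dosing: 5 µM primary single dose, 0.1% DMSO, 0.02–20 µM confirmation series. Incubation: compound exposure 24 h at 37°C. Detection: beta-catenin immunostaining with DAPI counterstain, 20x imaging, 6 fields/well. Read-out basis: Nuclear/cytoplasmic beta-catenin signal ratio, % activation.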
Autophagy HCS = modulators of autophagy. MEF GFP-LC3 puncta imaging; test concentration mostly 10 µM. calls only at 10 µM (by protocol). hit rate 0.98% among 190,000. AID 463193;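 active means percentage of spot-positive cells more than 3 SD above its plate mean, without a fluorescence outlier flag or 80% toxicity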;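 further: spot-positive cell cutoff set from DMSO-treated cells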
Dynein cargo inh = dynein cargo transport inhibition | 3617.4 mouse cells, GR-EGFP nuclear translocation imaging; test concentration mostly 20 µM; stimulated with dexamethasone, 1 µM; hits give low values | z-score, hits read low | hit rate 0.47% among 220,000 | AID 1381;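 active means plate z-score of nuclear minus cytoplasmic receptor signal below a set negative limit, without overly bright fluorescence or cell loss, cut at about -3.5 in these data, passing the limit was not always enough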;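 further: z-score of nuclear minus cytoplasmic ring GR-EGFP intensity difference per well; some compounds called inactive have numbers as strong as hits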
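medium = tetracycline-free induction medium containing charcoal-stripped FBS | probe or stimulus = dexamethasone, 1.0 µM final | timing = 48 h induction, then 1 h compound, then 30 min agonist, 37 °C | detection = automated 10x imaging of fixed Hoechst-stained cells | read-out basis = nuclear versus cytoplasmic GR-EGFP signal, averaged per well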
MT stabilizer = microtubule stabilizers in HeLa cells. HeLa tubulin immunostaining HCS, 24 h; share of cells brighter than vehicle mean+2SD. % tubulin-high responders, % at 10 µM. hit rate 0.83% among 200,000. AID 2205;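 active means plate Z-score above 3 for both tubulin-high and condensed-nucleus cell shares, with cell loss under 80%, at 10 µM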;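 further: anti alpha tubulin signal scored within the nucleus-defined area of each cell; some results filed as inactive read as strong as hits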
PMI inhibition = human PMI inhibitors, high substrate, primary screen, biochemical, fluorescence intensity, high mannose 6-phosphate (AID 1220) | hit rate 0.66% among 190,000 | inhibition, % at 20 µM; hits with a dose series show IC50 in µM | recombinant PMI enzyme, coupled fluorescence intensity; higher % means a stronger effect
PMI inhibitors = MPI enzyme activity inhibition – biochemical, fluorescence intensity, coupled assay, primary screen (AID 1209); purified PMI enzyme, coupled fluorescence intensity; higher % means a stronger effect; one-dose inhibition, % at 20 µM; IC50 in µM for titrated hits; hit rate 0.42% among 190,000;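 further: plate controls were DMSO vehicle for no effect and wells lacking substrate for full effect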
WT yeast gro inh mutant strain = recorded beside WT yeast gro inh, whose call it bears; inhibition, %; mitochondrial fusion phenotypic screen, mutant strain inhibition
Dynein cargo inh cytoplasmic EGFP = further read-out of Dynein cargo inh, marked with its call; z-score; measured here: cytoplasmic GR-EGFP intensity; hits give high values
Dynein cargo inh nuclear GR-EGFP = recorded beside Dynein cargo inh, whose call it bears; z-score; measured here: nuclear GR-EGFP intensity;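 lower value marks the stronger effect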
Dynein cargo inh cell count = second read-out of Dynein cargo inh, no call of its own (marks repeat the call); z-score; measured here: cell count per field
Ins promoter up cell count = recorded beside Ins promoter up, whose call it bears; cell count; measured here: cytotoxicity, nuclei count;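 total cells summed across four imaged fields per well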
b-catenin transl cell count 5 µM = second read-out of b-catenin transl, no call of its own (marks repeat the call); cell count; measured here: cell count, cytotoxicity flag
MT stabilizer Hoechst-high % = second read-out of MT stabilizer, no call of its own (marks repeat the call); % Hoechst-high responders; measured here: nuclear condensation Hoechst responders;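 share of cells brighter than vehicle mean plus two SD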
MT stabilizer cytotoxicity % = further read-out of MT stabilizer, marked with its call; toxicity, %; measured here: cytotoxicity by cell density;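 0% = mean cell density of plate MIN control wells and 100% = no cells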
Autophagy HCS cell loss 18 h = further read-out of Autophagy HCS, marked with its call; toxicity, %; measured here: cell loss, nuclei count;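 cell loss after 18 h compound exposure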
An asterisk follows results filed as active; i = inactive; / = not tested or not shown; + = active, no number. Unless noted, no stated cut-off is given here; in the data, active means inhibition above about 50%; inactive means the rest. Not a hit list; any-hit rate near 5%.

SMILES	WT yeast gro inh	WT yeast gro inh mutant strain	Yfh1-depleted yeast	Ins promoter up	Ins promoter up cell count	b-catenin transl	b-catenin transl cell count 5 µM	Autophagy HCS	Autophagy HCS cell loss 18 h	Dynein cargo inh	Dynein cargo inh cytoplasmic EGFP	Dynein cargo inh nuclear GR-EGFP	Dynein cargo inh cell count	MT stabilizer	MT stabilizer Hoechst-high %	MT stabilizer cytotoxicity %	PMI inhibition	PMI inhibitors
O=C1Nc2cc(Cl)c(Cl)cc2N(O)N1c1cccc(Cl)c1	-17	7	i	-0.37	1549	-2.0	1289	i	3	0.0089	-0.2	-0.86	0.26	3.3	1.5	8.3	-8%	-7%
C/C(CC(=O)Nc1ccc(Cl)cc1Cl)=N\NC(N)=S	17	29	i	-0.02	1411	-0.9	1300	i	0	0.26	0.074	-0.095	0.16	1.7	2.4	6.4	5%	12%
CC12CS(=O)(=O)CC1SC(=S)N2Cc1ccccc1 (stereo unspecified)	-10	2	i	-0.68	1242	-0.6	1079	i	21	-0.59	0.59	-0.074	0.13	1.1	1.8	11	2%	-7%
CCOc1ccc(N=Cc2c(O)c3ccccc3oc2=O)cc1	5	12	i	0.03	1229	-4.4	573	i	13	-0.63	-0.24	-0.27	1.1	2.2	1.3	2.1	8%	-7%
CC(C)C(=O)Nc1nc2c(ncn2C2CC(O)C(CO)O2)c(=O)[nH]1 (stereo unspecified)	-6	-6	i	0.41	956	/	/	i	-7	1.8	-0.14	1.3	-0.94	2.2	2.4	9.0	4%	5%
COc1cccc(CNC(=O)CN2CCC(c3nc4ccc(C)cc4[nH]3)CC2)c1	-4	-4	i	-4	1227	-2.1	1500	i	-6	-1	0.017	-0.7	0.48	1.5	1.6	2.1	-10%	-2%
C/C(=N\OCC(=O)Nc1ccccc1Br)c1cccs1	-3	-25	i	-0.22	1498	-2.9	1159	i	-6	-0.64	-0.17	-0.45	0.29	2.0	0.9	7.6	5%	7%
COc1ccc2nc(NC(=S)NC(=O)c3ccco3)sc2c1	-6	2	i	/	/	0.6	1021	i	32	0.59	0.018	0.46	0.13	6.2	1.5	2.5	-9%	-9%
Cc1cc(C(=O)CCl)c(C)n1CCc1ccc(Cl)cc1	21	28	i	0.38	843	36	490	i	44	-6.3*	1.7*	-2.7*	0.87*	3.7	3.5	4.5	-18%	-33%
CS(=O)(=O)N1CCN(c2cnn(-c3ccccc3)c(=O)c2Cl)CC1	-1	-15	i	0.8	1635	0.1	1553	i	3	-0.83	-0.095	-0.48	-0.036	2.6	2.5	5.8	/	/
COc1ccc(C2=NOC(COc3ccc4c(C)cc(=O)oc4c3)C2)c(OC)c1 (stereo unspecified)	/	/	i	-0.85	643	1.7	1390	/	/	-0.46	-0.8	-0.44	0.051	/	/	/	/	/
CC(C)(C)c1ccc(Oc2ccc(N)cc2)cc1	55	38	i	1.4	1187	-1.7	532	i	2	-0.68	-0.31	-0.64	0.57	2.5	2.0	10	13%	15%
Clc1ccc(Nc2ncn[nH]2)cc1	4	-10	i	/	/	/	/	i	20	0.95	-0.21	-0.34	-1.4	2.4	1.5	4.3	-1%	3%
CCOC(=O)C1=C(C)Nc2nc3ccccc3n2C1c1cccs1 (stereo unspecified)	1	6	i	-0.38	1468	-3.2	1149	i	9	0.39	-0.21	0.65	-1.2	1.7	2.6	7.3	-1%	5%
Cc1sc2nc(CSCC(=O)Nc3c(Cl)cccc3Cl)[nH]c(=O)c2c1C	-5	-12	i	0.45	1626	-2.8	1018	i	7	0.5	-0.04	0.38	2	2.0	1.3	14	13%	16%

4 of the compounds above, with each value named.
Cc1cc(C(=O)CCl)c(C)n1CCc1ccc(Cl)cc1
  WT yeast gro inh: 21	WT yeast gro inh mutant strain: 28	Yfh1-depleted yeast: i	Ins promoter up: 0.38	Ins promoter up cell count: 843	b-catenin transl: 36	b-catenin transl cell count 5 µM: 490	Autophagy HCS: i	Autophagy HCS cell loss 18 h: 44	Dynein cargo inh: -6.3*	Dynein cargo inh cytoplasmic EGFP: 1.7*	Dynein cargo inh nuclear GR-EGFP: -2.7*	Dynein cargo inh cell count: 0.87*	MT stabilizer: 3.7	MT stabilizer Hoechst-high %: 3.5	MT stabilizer cytotoxicity %: 4.5	PMI inhibition: -18%	PMI inhibitors: -33%

CS(=O)(=O)N1CCN(c2cnn(-c3ccccc3)c(=O)c2Cl)CC1
  WT yeast gro inh: -1	WT yeast gro inh mutant strain: -15	Yfh1-depleted yeast: i	Ins promoter up: 0.8	Ins promoter up cell count: 1635	b-catenin transl: 0.1	b-catenin transl cell count 5 µM: 1553	Autophagy HCS: i	Autophagy HCS cell loss 18 h: 3	Dynein cargo inh: -0.83	Dynein cargo inh cytoplasmic EGFP: -0.095	Dynein cargo inh nuclear GR-EGFP: -0.48	Dynein cargo inh cell count: -0.036	MT stabilizer: 2.6	MT stabilizer Hoechst-high %: 2.5	MT stabilizer cytotoxicity %: 5.8	PMI inhibition: /	PMI inhibitors: /

COc1ccc(C2=NOC(COc3ccc4c(C)cc(=O)oc4c3)C2)c(OC)c1 (stereo unspecified)
  WT yeast gro inh: /	WT yeast gro inh mutant strain: /	Yfh1-depleted yeast: i	Ins promoter up: -0.85	Ins promoter up cell count: 643	b-catenin transl: 1.7	b-catenin transl cell count 5 µM: 1390	Autophagy HCS: /	Autophagy HCS cell loss 18 h: /	Dynein cargo inh: -0.46	Dynein cargo inh cytoplasmic EGFP: -0.8	Dynein cargo inh nuclear GR-EGFP: -0.44	Dynein cargo inh cell count: 0.051	MT stabilizer: /	MT stabilizer Hoechst-high %: /	MT stabilizer cytotoxicity %: /	PMI inhibition: /	PMI inhibitors: /

CC(C)(C)c1ccc(Oc2ccc(N)cc2)cc1
  WT yeast gro inh: 55	WT yeast gro inh mutant strain: 38	Yfh1-depleted yeast: i	Ins promoter up: 1.4	Ins promoter up cell count: 1187	b-catenin transl: -1.7	b-catenin transl cell count 5 µM: 532	Autophagy HCS: i	Autophagy HCS cell loss 18 h: 2	Dynein cargo inh: -0.68	Dynein cargo inh cytoplasmic EGFP: -0.31	Dynein cargo inh nuclear GR-EGFP: -0.64	Dynein cargo inh cell count: 0.57	MT stabilizer: 2.5	MT stabilizer Hoechst-high %: 2.0	MT stabilizer cytotoxicity %: 10	PMI inhibition: 13%	PMI inhibitors: 15%

(next part)
SMILES	WT yeast gro inh	WT yeast gro inh mutant strain	Yfh1-depleted yeast	Ins promoter up	Ins promoter up cell count	b-catenin transl	b-catenin transl cell count 5 µM	Autophagy HCS	Autophagy HCS cell loss 18 h	Dynein cargo inh	Dynein cargo inh cytoplasmic EGFP	Dynein cargo inh nuclear GR-EGFP	Dynein cargo inh cell count	MT stabilizer	MT stabilizer Hoechst-high %	MT stabilizer cytotoxicity %	PMI inhibition	PMI inhibitors
O=C(Nc1nc(-c2cc(Cl)sc2Cl)cs1)c1ccccc1	68*	53*	i	1.1	962	-1.3	1072	i	-11	0.81	-0.054	0.73	0.43	1.8	0.9	2.8	13%	10%
O=S(=O)(NCc1ccccc1)c1ccc(S(=O)(=O)NCC2CCCO2)cc1 (stereo unspecified)	-11	-14	i	-0.14	1385	1.5	1043	i	14	-0.14	-0.024	0.27	0.2	/	/	/	13%	1%
COC(=O)C1OC2(OC1C(=O)OC)c1ccccc1-c1ccccc12 (stereo unspecified)	-17	-3	i	0.52	1133	-3.2	899	i	-8	0.34	-0.2	0.13	0.3	1.1	2.5	5.3	14%	10%
Oc1ccc(-n2cccc2/C=N/n2cnnc2)cc1	-12	4	i	-0.55	1455	-0.2	1019	i	-8	-0.28	-0.29	-0.012	1.1	3.2	1.9	1.6	-2%	0%
COc1ccc(-c2csc(NC(=O)c3ccccc3S(C)(=O)=O)n2)cc1	7	5	i	-1.1	1227	-1.4	1136	i	15	-0.032	0.79	0.36	0.07	4.9	1.7	5.7	-2%	-2%
Cc1ccsc1C(=O)OCC(=O)N1CCN(C(=O)c2ccco2)CC1	-7	5	i	-0.69	1281	-1.5	1098	i	-4	-1.6	-0.31	-0.61	0.69	2.0	2.6	5.7	-5%	-3%
CCc1ccc(N2C(=O)C3ON(c4ccccc4)C(c4ccco4)C3C2=O)cc1 (stereo unspecified)	17	26	i	-0.35	1209	-1.7	1078	i	13	2.5	-0.36	1.3	-0.95	4.5	2.7	24	17%	14%
COCCn1c(=O)[nH]c2cc(C(=O)NCCN3CCN(c4cccc(Cl)c4)CC3)ccc2c1=O	14	-3	i	-0.69	1171	-0.2	1089	i	-7	-0.8	-0.18	0.23	0.27	1.2	2.1	11	-6%	2%
CCN(CC)C(=O)Cn1c(=O)c2ccccc2n2c(=S)sc(-c3cccc(C)c3)c12	-3	-4	i	1.4	1394	-3.9	1165	+	21*	-0.96	1.3	-0.38	-0.34	9.1	5.3	1.0	-1%	24%
CC(=O)CSc1nsc(SCC(C)=O)c1C#N	-7	-8	i	1.3	995	-2.0	1160	i	0	-1.1	-0.092	-0.55	1	3.3	2.3	6.6	-66%	-48%
Nn1c(SCC(=O)Nc2cccc(F)c2)nnc1C1CCCCC1	10	15	i	-0.42	1291	-4.5	872	i	9	-0.81	-0.2	-0.2	0.64	4.9	3.2	9.2	3%	-7%
O=C(Nc1cccc(Cl)c1N1CCCCC1)c1ccc2c(c1)OCCO2	/	/	i	/	/	/	/	i	-2	1.9	0.34	2	-2.7	3.1	1.3	78	19%	22%
CCOCCn1cnc2sc(C(=O)Nc3nc(C)c(C(=O)OCC)s3)c(C)c2c1=O	/	/	i	0.08	1283	-1.0	1122	i	1	-0.54	-0.18	-0.64	0.26	3.7	2.4	5.7	-6%	-8%
CCn1c(SCC(=O)Nc2cc(NC(C)=O)ccc2OC)nnc1-c1ccccn1	-5	-5	i	/	/	2.6	498	i	1	0.44	0.073	0.27	0.083	3.2	1.5	6.2	-1%	-1%
Cc1ccc(C(=O)N(C)c2nnc(-c3ccncc3)s2)cc1	-14	-6	i	-0.05	1253	0.1	1572	i	-3	1.5	-0.27	0.77	-0.38	1.1	1.1	6.4	-5%	-7%
